cardiac RTF act: cardiac RTF calcium sensitization; P19429+P45379; IANBD-labeled TnC RTF fluorescence at EC20 calcium; 0% EC20 calcium, 100% full calcium; activation, % at 7.2 µM; actives 0.24% (n = 340,000); AID 493008;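 active = activation above the mean over all tested compounds plus 3 SD, cut at about 30% in these data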;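 note: rise in fluorescence read as greater calcium sensitivity of cardiac thin filaments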
CAL PDZ FP-1: blocks peptide binding to the human CAL PDZ domain | Q9HD26 | purified CAL PDZ, TMR-peptide fluorescence polarization, 1 h | inhibition, % at 24.9 µM | actives 0.92% (n = 300,000) | AID 602252;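 active = mean inhibition of at least 30% with at least half of replicates also reaching 30%; inconclusive = no clear call, values can overlap the other calls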;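 note: 0% = DMSO neutral control and 100% = excess unlabeled competitor peptide PRC23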
Rtt109 HAT inh: C. albicans Rtt109 histone acetyltransferase inhibition; Q5AAJ8; purified Rtt109/Vps75, ThioGlo CoA-SH fluorescence, 4 h; inhibition, % at 34.9 µM; actives 0.16% (n = 330,000); AID 540336;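 active = inhibition of at least 50% in every replicate; inconclusive = best replicate reaches 50% inhibition but some replicates fall short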
Target sequence (Q5AAJ8 whole entry, looked up): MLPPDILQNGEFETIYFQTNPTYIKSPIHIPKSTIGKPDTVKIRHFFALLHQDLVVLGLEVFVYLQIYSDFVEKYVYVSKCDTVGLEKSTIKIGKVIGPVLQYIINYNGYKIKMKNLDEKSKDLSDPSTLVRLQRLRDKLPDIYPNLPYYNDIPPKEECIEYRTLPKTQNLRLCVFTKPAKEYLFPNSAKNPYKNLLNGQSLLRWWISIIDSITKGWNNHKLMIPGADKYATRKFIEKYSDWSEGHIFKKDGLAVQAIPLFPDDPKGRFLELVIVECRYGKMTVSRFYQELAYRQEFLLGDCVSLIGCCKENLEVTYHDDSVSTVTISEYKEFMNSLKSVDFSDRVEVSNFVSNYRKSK
CAL PDZ FP-2: human CAL PDZ-peptide interaction inhibition | Q9HD26 | purified CAL PDZ, TMR-peptide fluorescence polarization, 1 h | inhibition, % at 20 µM | actives 0.02% (n = 330,000) | AID 504414;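 active = highest replicate inhibition of at least 40%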;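 note: plate controls were DMSO neutral control wells for no effect and unlabeled competitor peptide control wells for full effect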
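Material: tagged CAL PDZ protein CerCALP, purified; buffer or medium: sodium phosphate/NaCl buffer pH 7.4 with TCEP, IgG, Thesit; also added: fluorescent TMR peptide probe; schedule: 1 h incubation at room temperature before polarization reading; technique: fluorescence polarization from S- and P-plane intensities, G-factor corrected; control set: unlabelled peptide and DMSO controls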
DAGLB inh: diacylglycerol lipase beta (human) inhibition | Q8NCG7 | inhibition, % at 5.17 µM | actives 0.059% (n = 340,000) | HEK293T DAGLB membrane lysate, EnzChek fluorogenic substrate; in the data active = inhibition above about 34%;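 note: 0% = enzyme with vehicle and 100% = wells lacking enzyme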
PKA-R2B act: activates the human PKA-R2B holoenzyme complex. activation, % at 11.4 µM. PKA-R2B holoenzyme dissociation, Cy5-IP20 fluorescence polarization; R2B truncated from residue 108, S112A mutant; 0% DMSO only, 100% 113 µM cGMP. actives 0.079% (n = 340,000);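 active = activation above a cutoff set at the mean over all compounds plus 3 SD, cut at about 18% in these data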;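 note: higher means more holoenzyme dissociation and a rise in polarization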
Keap1 Nrf2 FP: Keap1-Nrf2 (human) interaction inhibition; inhibition, % at 9.4 µM; AID 504523; Keap1 Kelch-Nrf2 peptide fluorescence polarization, 1536-well; actives 0.15% (n = 340,000); Q14145; in the data active = inhibition above about 12%; inconclusive = no clear call, values can overlap the other calls; inactive = below about 7.3%;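 note: human Keap1 Kelch domain with fluorescein labeled Nrf2 9mer peptide probe; 0% = neutral control wells and 100% = peptide positive control; higher means more block of Keap1 binding to Nrf2 peptide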
Target sequence (Q14145 whole entry, looked up, the tested form may be a part): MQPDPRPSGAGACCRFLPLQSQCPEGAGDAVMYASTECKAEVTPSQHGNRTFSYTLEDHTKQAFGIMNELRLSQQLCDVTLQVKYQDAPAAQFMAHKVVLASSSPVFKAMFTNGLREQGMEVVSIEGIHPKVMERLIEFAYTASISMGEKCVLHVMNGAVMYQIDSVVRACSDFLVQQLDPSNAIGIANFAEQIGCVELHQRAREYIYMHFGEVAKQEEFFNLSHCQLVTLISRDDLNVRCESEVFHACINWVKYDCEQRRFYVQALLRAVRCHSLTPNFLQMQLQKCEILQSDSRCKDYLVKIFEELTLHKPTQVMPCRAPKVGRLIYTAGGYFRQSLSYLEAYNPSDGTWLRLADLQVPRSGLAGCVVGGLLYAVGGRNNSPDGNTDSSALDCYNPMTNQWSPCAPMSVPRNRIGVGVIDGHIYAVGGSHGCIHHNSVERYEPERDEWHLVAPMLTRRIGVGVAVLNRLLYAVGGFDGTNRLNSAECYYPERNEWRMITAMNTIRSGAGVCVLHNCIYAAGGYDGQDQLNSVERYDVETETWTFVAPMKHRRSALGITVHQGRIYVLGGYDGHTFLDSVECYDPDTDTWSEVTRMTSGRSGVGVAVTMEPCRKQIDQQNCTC
SR-BI uptake up: enhances SR-BI lipid uptake from DiI-HDL. CHO ldlA[mSR-BI] cells, DiI-HDL uptake fluorescence, 3 h; 100 = double the neutral-control signal. activation, % at 12.5 µM. actives 0.096% (n = 320,000);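 active = mean replicate activation of at least 60% and every replicate at or above 60%; inconclusive = mean or all-replicate condition met, but not both; inactive = mean below 60% and not all replicates reaching 60%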;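 note: 0% = median plate neutral-control signal and 100% = twice that signal; values of inactives mirror those of a sister screen read the other way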
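Material: SR-BI-overexpressing, LDLR-lacking CHO cells | Dosing: Single compound concentration, delivered by pin transfer | Probe or stimulus: Labelled HDL, 10 µg/mL | Signal: Bottom-read cell fluorescence after medium removal, ex 550/em 595 nm | Schedule: 3 h, 37 °C | Evaluation: HDL uptake via cellular fluorescence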
Cardiac RTF inh: cardiac RTF calcium desensitization | P19429+P45379 | IANBD-labeled cardiac RTF, Ca2+ fluorescence | inhibition, % at 7.15 µM | actives 0.12% (n = 340,000);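 active = inhibition above the mean inhibition of all tested compounds plus 3 SD, cut at about 17% in these data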;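 note: assay run at fixed EC70 calcium of 1.6 mM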
LANA DNA inh: inhibitors of KSHV LANA C-terminal domain DNA binding. MBP-C-LANA/FAM-LBS DNA binding, fluorescence polarization. inhibition, % at 9 µM. actives 0.078% (n = 340,000). AID 504423;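 active = highest replicate inhibition at or above 60% at 9 µM, even if other replicates fall short; inactive = all replicates below 60% inhibition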;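 note: 0% = neutral control wells and 100% = 4 µM acridine orange control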
An asterisk follows results filed as active; u = inconclusive; x = not tested or not shown.

SMILES | cardiac RTF act | CAL PDZ FP-1 | Rtt109 HAT inh | CAL PDZ FP-2 | DAGLB inh | PKA-R2B act | Keap1 Nrf2 FP | SR-BI uptake up | Cardiac RTF inh | LANA DNA inh
COc1ccc(CCNC(=O)/C(=C/c2cccnc2)NC(=O)c2ccccc2)cc1OC | -3 | -4 | 2 | x | -3 | 5 | 0 | 3 | -2 | 0.4
CSCCC(NC(=O)COc1ccccc1)C(=O)NCc1cccs1 (stereo not drawn) | -1 | -1 | 0 | -1.2 | -3 | -7 | -2 | 9 | 0 | -0.1
Cc1nc2cc(C(=O)NCCN3CCOCC3)ccc2n1-c1ccc(F)cc1F | 4 | -3 | -22 | 0.4 | -2 | 7 | -3 | 8 | -7 | -0.3
CN(c1ccccc1)S(=O)(=O)c1ccc(C(=O)OCC(=O)NC(N)=O)cc1 | -1 | 3 | 1 | 0.2 | -3 | -3 | 1 | x | -3 | 0.6
CCn1c(C)c(C)c2cc(C(=O)Nc3cccc(Cl)c3)ccc21 | -4 | -1 | 0 | 0.7 | -4 | -2 | 1 | -101 | 0 | -0.5
Cc1cc(NC(=O)Cn2c(=O)n(Cc3ccccc3)c(=O)c3ccccc32)no1 | 2 | 3 | 1 | 2.0 | -2 | -9 | -3 | -16 | -3 | -1.5
CC1(C)NC(=O)N(CCOCCOc2ccc3ccccc3c2Br)C1=O | -1 | x | -10 | -1.1 | -3 | 3 | -3 | -30 | -4 | -0.7
O=C(O)c1ccc(NC2=C(N3CCOCC3)C(=O)c3ccccc3C2=O)cc1 | 2 | 2 | 11 | 1.1 | 4 | -3 | 1 | 19 | -1 | 0.8
COc1cc(/C=C/c2nnc3c4ccccc4ncn23)cc(OC)c1OC | -5 | -7 | 1 | -6.3 | -3 | 2 | 0 | -35 | 12 | -2.9
COc1cccc(N2CCN(Cc3nnnn3C3CCCCC3)CC2)c1 | 4 | -1 | 19 | 0.1 | 2 | -4 | -4 | 4 | -2 | -1.3
O=C(O)CC(c1ccc(Cl)cc1)N1Cc2ccccc2C1=O (stereo not drawn) | -7 | 13 | -7 | 1.0 | 2 | 7 | -1 | -2 | -8 | -0.8
Cc1cccc(C)c1OCC(=O)NNC(=O)CNC(=O)c1ccc(OC(F)F)cc1 | -2 | x | 3 | 1.3 | 1 | 4 | 2 | -9 | 1 | 0.6
CC(=N\Nc1ccc(Cl)cc1)/C(=N/O)C(=O)Nc1ccccc1 | -7 | x | -8 | 0.1 | -1 | -17 | 8 | -5 | -8 | -1.4
COc1ccc(C2(C)NC(=O)N(CC(=O)Nc3ccc(Br)cc3F)C2=O)cc1OC (stereo not drawn) | -1 | -3 | 9 | -2.1 | 3 | 9 | -6 | -3 | 3 | 0.1
CC(=O)Nc1cccc(C(=O)OCC(=O)NNC(=O)c2ccc([N+](=O)[O-])cc2)c1 | 0 | 7 | -5 | -1.5 | 0 | 0 | 8 | 37 | -6 | 0.0
N/C(=N\OC(=O)c1cc(-c2ccccc2)nc2ccccc12)c1ccccn1 | 10 | -2 | x | -1.8 | -1 | 0 | 2 | -68 | -8 | 0.7
COC1OC2COC(c3ccccc3)OC2C(=O)C1NC(=O)c1ccccc1 (stereo not drawn) | -3 | -5 | -3 | -1.0 | -1 | -16 | -5 | -7 | -2 | -0.2
COc1ccc(Cl)cc1NC(=O)C/C(C)=N/NC(=O)CC#N | 5 | -2 | 18 | -2.6 | 3 | -1 | 1 | -10 | -5 | 0.6
CCOC(=O)C1(Cc2cccc(OC)c2)CCCN(Cc2cc(OC)c(O)c(OC)c2)C1 (stereo not drawn) | -5 | 3 | -3 | -0.5 | -3 | -5 | -5 | 27 | -6 | -1.1
COc1ccc(-c2csc(N3CCN(Cc4ccc5c(c4)OCO5)CC3)n2)cc1 | 0 | -3 | 1 | -1.3 | -21 | -9 | -2 | -28 | 5 | 1.1
CN(Cc1cccs1)C(=O)Cn1cnc2ccccc2c1=O | 2 | -2 | 8 | -3.2 | -2 | 12 | -1 | -1 | -10 | 1.0
COc1ccc(/C=C2\N=C(c3ccccc3)NNC2=O)cc1 | 1 | x | 2 | -2.4 | -2 | -9 | -2 | -55 | -1 | 0.3
Cc1c(NC(=O)Nc2ccc(F)cc2F)c(=O)n(-c2ccccc2)n1C | -1 | 1 | 19 | -1.1 | -3 | -4 | -2 | -1 | -5 | -0.1
O=C(Cc1csc(NC(=O)c2ccc(F)cc2)n1)NO | -1 | -3 | -3 | -2.1 | 0 | 0 | 3 | 22 | -11 | 1.1
COCCN(CCOC)C(=O)c1ccc(NS(=O)(=O)c2ccc3[nH]c(=O)[nH]c3c2)cc1 | -1 | -2 | -11 | -0.3 | -1 | 1 | 0 | 19 | -3 | -0.3
CSc1nnc(-c2ccccc2)o1 | -5 | -3 | -2 | -0.2 | -6 | 0 | 0 | -10 | -1 | -0.2
S=C(Nc1ccc2nccnc2c1)N1CCCC1 | -3 | 0 | -6 | -1.2 | 2 | -1 | 3 | 12 | -6 | -0.8
O=C(CN1C(=O)C2C3C=CC(C3)C2C1=O)Nc1ccc(F)cc1 (stereo not drawn) | -6 | 4 | 15 | -1.6 | -4 | -1 | 1 | 18 | -1 | 0.3
O=C1/C(=C/c2ccc(F)cc2)Oc2cc(OC(=O)N3CCOCC3)ccc21 | -5 | 2 | 2 | -0.3 | 4 | 8 | 3 | 25 | -8 | -0.4
Cc1cc(=O)[nH]c(Cc2ccc(OC(C)C)cc2)n1 | 8 | -2 | -1 | -1.4 | -2 | 0 | 1 | 22 | -4 | -0.1
C/C(N)=C(/C#N)C(=O)COC(=O)Cc1coc2ccc3ccccc3c12 | 2 | 79* | 5 | -1.5 | -2 | 5 | 0 | 4 | -8 | 0.6
CCC(c1nnnn1Cc1ccc(OC)cc1)N(CCCO)Cc1cc2cc3c(cc2[nH]c1=O)OCO3 (stereo not drawn) | 3 | -5 | -7 | -9.3 | -4 | 6 | 9 | 1 | -3 | 1.9
Cc1cc(C)nc(N(C#N)CCOc2ccccc2)n1 | -3 | -2 | -2 | -1.4 | -3 | -1 | -1 | -21 | -7 | 1.6
O=C1CSC(=S)N1N=Cc1ccccc1O | 1 | -6 | -8 | 0.3 | 1 | -2 | 0 | 15 | -5 | -1.3
COc1ccc(NC(=S)Nc2cccc(Cl)c2)cc1OC | 1 | -4 | 1 | -1.5 | -1 | -1 | -4 | -27 | -13 | -1.9
CCCCOc1ccc(C(=O)NCC(=O)NCc2ccccn2)cc1 | -1 | 2 | 5 | -2.0 | -2 | 5 | 4 | 0 | -2 | -1.0
Cn1c(=O)c2c(nc(NCc3ccccc3)n2CC(N)=O)n(C)c1=O | 0 | 0 | -3 | -2.4 | -3 | -3 | -4 | x | -12 | -0.6
Cc1ccccc1OCCSc1nnc(-c2ccncc2)n1C | -1 | -3 | -8 | -0.7 | -1 | -9 | 5 | -6 | 1 | 1.0
O=C(CCNS(=O)(=O)c1ccc(Cl)cc1)NCc1cccs1 | 3 | x | 1 | 1.1 | -3 | -8 | -5 | 2 | -1 | -1.0
CCOC(=O)c1ccccc1NC(=S)N1CC(C)CC(C)C1 (stereo not drawn) | 3 | -3 | u | -2.7 | -11 | 5 | -3 | -7 | -9 | 0.8
C/C(NC1CCCC1)=C(/C#N)C(N)=O | 3 | -2 | -3 | 0.3 | -1 | -6 | 3 | 14 | -2 | 1.1
CC(=O)Oc1ccc(OC(C)=O)c2c1CC(C)=C(C)C2 | 0 | 4 | 3 | -0.1 | -2 | -11 | -2 | -9 | -1 | 0.9
NS(=O)(=O)c1ccc(CNC(=O)CNC(=O)c2ccc(F)cc2)cc1 | 4 | -5 | -6 | 1.7 | 2 | 12 | -6 | x | -9 | -0.6
O=C(Nc1ccc(Cl)c(S(=O)(=O)N2CCOCC2)c1)C1CCC1 | 1 | 7 | 2 | -1.6 | -1 | -15 | 1 | 3 | -3 | -0.8
CCCOc1ccc(-c2c(=O)n(O)c3ccccc3[n+]2[O-])cc1 | -2 | -3 | -2 | -2.5 | -4 | -3 | -1 | -14 | -10 | 3.1
Cc1ccsc1/C=N/NC(=O)c1cc(-c2ccncc2)nc2ccccc12 | 5 | 9 | -1 | -9.0 | -1 | -3 | -3 | -46 | -7 | -0.8
CCc1cc(C(=O)c2ccc(OC)cc2)c(N)s1 | x | x | 3 | -0.3 | x | x | 26* | -28 | x | 10
Cc1ccc(-n2c(=O)c3sccc3n(CC(=O)NCC3CCCO3)c2=O)cc1F (stereo not drawn) | -2 | -1 | -1 | -1.8 | -2 | 4 | -2 | -7 | -3 | 0.6
CN=c1scc(-c2ccc(F)cc2)n1/N=C/c1ccc(O)c(O)c1 | -5 | -3 | 10 | 0.8 | 8 | 8 | -5 | -78 | 1 | 0.3
CCCc1cc(=O)oc2cc(C)cc(OCC(=O)NCc3ccccn3)c12 | -2 | -2 | 1 | -2.3 | 0 | 6 | -1 | -16 | -4 | -0.5
Fc1ccc(C2c3[nH]c4ccccc4c3CCN2Cc2cccn2-c2ncccn2)cc1 (stereo not drawn) | 7 | -4 | -2 | -2.9 | -5 | 7 | -12 | -62 | -7 | -0.1
N#Cc1ccccc1OCC(=O)NC(=O)NC1CCS(=O)(=O)C1 (stereo not drawn) | 2 | 2 | -6 | 0.3 | 0 | -8 | 1 | 21 | -6 | -0.2
COc1ccc(CC(=O)Nc2cccc3c2CCCC3)cc1 | -12 | 3 | 2 | -1.2 | -3 | -5 | -3 | -11 | -4 | -0.3
CCN(CC)c1ncnc2c1sc1nc(C)cc(C)c12 | 4 | -7 | 2 | -2.7 | -10 | -5 | -7 | -43 | -9 | -0.4
O=C(COC(=O)c1ccco1)c1ccc(S(=O)(=O)N2CCCCC2)cc1 | -4 | -8 | -3 | 0.3 | 4 | -5 | 0 | 18 | -7 | 0.3
Cc1nc2ncnn2c(C)c1CCC(=O)NCCc1ccccc1 | 1 | 4 | 3 | -1.6 | -1 | -6 | 2 | 30 | 6 | 0.2
COc1cc(C#Cc2ccc3cc(CCO)oc(=O)c3c2)cc(OC)c1 | -1 | -1 | -1 | -2.4 | -2 | -7 | 2 | -68 | 0 | -0.6

Random draw from the library; about 1.6% have a hit in one of these screens.
